# Source: PubChem
# CHT PAM = CHT positive allosteric modulators, primary screen, cell-based, membrane potential dye, choline EC20 | High affinity choline transporter 1 (Homo sapiens), Q9GZV3 | CHT-expressing cells; active compounds read high; LV-AA mutant CHT in HEK293 cells | AID 488977, 2010 | B-score at 10 µM | 0.49% of 310,000 active;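 active means initial fluorescence not abnormally high and integrated response B-score, plate-corrected, over 3 SD above library mean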
# Target sequence (Q9GZV3 whole entry, looked up): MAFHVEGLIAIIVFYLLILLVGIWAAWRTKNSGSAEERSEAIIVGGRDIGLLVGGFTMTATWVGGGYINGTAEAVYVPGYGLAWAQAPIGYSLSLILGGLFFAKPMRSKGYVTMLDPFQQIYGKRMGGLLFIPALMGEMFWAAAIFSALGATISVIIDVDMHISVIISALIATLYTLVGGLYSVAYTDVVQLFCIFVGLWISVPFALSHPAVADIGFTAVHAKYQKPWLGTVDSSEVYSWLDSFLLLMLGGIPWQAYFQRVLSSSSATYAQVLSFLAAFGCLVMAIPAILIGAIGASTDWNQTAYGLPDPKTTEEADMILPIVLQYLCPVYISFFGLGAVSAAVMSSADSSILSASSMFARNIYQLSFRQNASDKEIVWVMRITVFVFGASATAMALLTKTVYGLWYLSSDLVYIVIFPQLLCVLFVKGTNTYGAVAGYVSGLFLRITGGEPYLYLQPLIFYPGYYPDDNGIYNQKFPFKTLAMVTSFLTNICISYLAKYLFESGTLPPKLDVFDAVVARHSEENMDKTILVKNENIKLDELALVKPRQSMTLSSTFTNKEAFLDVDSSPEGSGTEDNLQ
# OX1R antag-1 = antagonists of human orexin 1 receptor (OX1R). Orexin/Hypocretin receptor type 1 (Homo sapiens), O43613. OX1R-expressing cells, FRET antagonist read-out. inhibition, % at 6.6 µM. 1.8% of 330,000 active. AID 485270, 2010; in the data active means inhibition mostly above about 38%, no sharp cut-off; inactive means mostly below about 40%;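 further: 0% = agonist challenge alone and 100% = reference antagonist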
# Target sequence (O43613 whole entry, looked up): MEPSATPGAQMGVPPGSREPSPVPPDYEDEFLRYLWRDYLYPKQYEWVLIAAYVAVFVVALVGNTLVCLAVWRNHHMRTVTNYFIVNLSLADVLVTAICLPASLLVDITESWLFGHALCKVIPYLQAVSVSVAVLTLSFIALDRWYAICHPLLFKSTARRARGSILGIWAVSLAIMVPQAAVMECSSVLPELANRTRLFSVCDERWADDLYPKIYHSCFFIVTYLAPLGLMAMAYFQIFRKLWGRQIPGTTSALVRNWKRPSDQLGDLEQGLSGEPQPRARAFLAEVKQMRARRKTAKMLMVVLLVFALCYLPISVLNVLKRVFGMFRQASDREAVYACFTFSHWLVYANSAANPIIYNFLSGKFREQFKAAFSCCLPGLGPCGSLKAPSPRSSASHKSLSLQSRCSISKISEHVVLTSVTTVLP
# OX1R antag-2 = OX1R (HCRTR1) antagonists, primary screen, fluorescence, CHO/OX1R cells, Fluo-8 calcium, orexin A; inhibition, % at 5 µM; 0.43% of 330,000 active; AID 434989, 2010; Fluo-8 calcium fluorescence; Orexin/Hypocretin receptor type 1 (Homo sapiens), O43613;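 active means inhibition above its plate's threshold, mean inhibition of all tested compounds on the plate plus 3 SD, cut at about 37% in these data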;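 further: 0% = orexin A challenge wells and 100% = SB-334867-A antagonist wells; not every result past the cut was called active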
# * hit, by the source's call; i = inactive; / = not tested or not shown.
SMILES,CHT PAM,OX1R antag-1,OX1R antag-2
CCS(=O)(=O)c1nc(S(=O)(=O)c2ccc(C)cc2)c(NCCCN2CCCC2=O)s1,i,7,-10
O=C(O)c1cc(N2C(=O)C3CC=CCC3C2=O)ccc1NCc1cccnc1 (centres undefined),i,11,-7
O=C1C=C(c2ccc(F)nc2)CCC1,i,25,-8
COC(=O)/C(=C/c1c[nH]c2ccccc12)[N+](=O)[O-],i,9,-10
CCOc1ccc(NC(=O)CCC(=O)Nc2nnc(CC)s2)cc1,i,-3,-2
CCCn1c(C(O)c2cc(OC)c(OC)c(OC)c2)nc2ccccc21 (centres undefined),i,4,-15
Cc1ccc(CSc2nnc(-c3cccc(S(=O)(=O)N4CCOCC4)c3)n2CC(C)C)cc1,i,8,-20
Cc1ccc(SCC(=O)c2c(C)nc3cc(C)ccn23)cc1,i,41,-9
COc1cc(NC(=O)NCC2CCN(Cc3ccc(C)cc3)CC2)cc(OC)c1OC,i,11,-23
CCCn1nc(C(=O)OCC(=O)Nc2ccc(C)cc2)c2ccccc2c1=O,/,11,-41
Cc1ccc(-c2nn(-c3ccccc3)cc2C(=O)NCCCN2CCOCC2)cc1,i,11,-27
CCOC(=O)n1c(SCC(=O)N(CC)CC)nc2ccccc21,i,25,-40
CC1(c2ccc(Cl)cc2)NC(=O)N(CC(=O)NCCC2=CCCCC2)C1=O (centres undefined),/,5,0
Fc1cc(Br)ccc1Nc1nc2ccccc2n2nnnc12,i,2,-35
COc1ccc(C(CNC(=O)c2cccc(NS(=O)(=O)c3ccc(C)c(F)c3)c2)N(C)C)cc1 (centres undefined),i,24,-28
O=C(CNC(=S)N(Cc1ccccc1)Cc1ccccc1F)NCCc1ccc(Cl)cc1,i,11,-11
CCC(=O)N1c2ccc(S(=O)(=O)N3CCOCC3)cc2CC1C (centres undefined),i,10,-11
Nc1ccccc1SC1CC(=O)N(Cc2ccccc2)C1=O (centres undefined),i,26,-10
NC(=S)N/N=C/c1ccc(-c2ccccc2)o1,i,36,-12
Cc1cccc(OCC(=O)NCC(=O)N/N=C/c2ccccc2)c1,i,28,-11
CCC(CO)NC(=O)c1cccc(S(=O)(=O)N2c3ccccc3CC2C)c1 (centres undefined),i,14,-15
COCCCNC(=O)C(=O)NC1CCCCC1C (centres undefined),i,11,-13
C#CCN1C(=O)C(O)(CC(=O)/C=C/C=C/c2ccccc2)c2ccccc21 (centres undefined),i,31,-14
O=[N+]([O-])c1ccccc1S(=O)(=O)Oc1ccc(C(=S)N2CCOCC2)cc1,i,35,-2
O=C(Nc1ncccc1O)c1ccc(Cl)c(S(=O)(=O)N2CCCCC2)c1,i,1,-15

# Following part:
SMILES,CHT PAM,OX1R antag-1,OX1R antag-2
CC(=O)Nc1ccc(S(=O)(=O)N2CCc3c(Cl)cccc3C2)cc1,i,18,-17
CC1CN(S(=O)(=O)c2cccc(C(=O)OCC(=O)NCc3ccccc3)c2)CC(C)O1 (centres undefined),/,2,-22
CC(=O)c1cccc(NC(=O)CCN2C(=O)C3C4CCC(C4)C3C2=O)c1 (centres undefined),i,24,-12
CC(C)c1ccc(NC(=O)CSc2nc(-c3ccccc3F)nc3nc[nH]c23)cc1,i,6,-6
Cc1ccccc1-c1nc(CS(=O)CC(=O)NCc2ccccn2)c(C)o1 (centres undefined),i,9,-17
CCOC(=O)CSc1nc(C(C)C)nc2sc(C)c(C)c12,i,5,-39
CCC(=O)Nc1ccc(NC(=O)CSc2nnnn2-c2ccc3c(c2)OCCO3)cc1,i,2,-4
CC(C)(C)OC(=O)NCCCC[C@@H](C(=O)NCCCCCCCCCCC(=O)N1CCN(C(=O)OC(C)(C)C)CC1)n1cc(CCO)nn1,i,3,-24
S=C(NCCCc1ccccc1)NC1CCCCC1,i,14,-18
COc1ccccc1Nc1nc(-c2sc(NC(=O)c3ccccc3)nc2C)cs1,i,24,-21
Cn1c(SCc2cccc(Br)c2)nc2ccccc2c1=O,i,7,-13
Clc1ccc(C2=Nn3c(nnc3-c3cccnc3)SC2)s1,i,6,-21
O=S(=O)(Cc1ccccc1Cl)NCc1ccccc1,i,10,-17
Cc1ccc(C(=O)NC(=S)NNC(=O)COc2ccccc2C)cc1,i,13,-17
CCOc1ccccc1NC(=O)CCn1nc(C)c(S(=O)(=O)N2CCCCC2)c1C,i,-2,-41
NC(=O)Cn1c(=O)n(Cc2ccco2)c(=O)c2c3c(sc21)CCCCC3,i,13,-15
Cc1ccccc1OCc1nnc(SCC(=O)Nc2ccc3c(c2)OCO3)n1C,i,2,-13
O=C1C(=O)N(C2CCCC2)C(=O)N1Cc1c(F)cccc1Cl,i,23,-22
CC(=O)N1CCN(C(=O)c2cc(-c3ccc(Cl)s3)nc3ccccc23)CC1,i,18,-38
COc1cc(NC(=O)Cn2cnc(C(=O)Nc3ccc(C)c(C)c3)n2)cc(OC)c1OC,/,2,-35
COc1cc(C2N(c3cc(C)on3)C(=O)C3CCCN32)cc(OC)c1OC (centres undefined),i,5,-12
Cc1cc(NS(=O)(=O)c2ccc(NC(=O)CSc3nc4ncc(Cl)cc4[nH]3)cc2)nc(C)n1,i,1,4
CCCN(CCC)S(=O)(=O)c1ccc(C(=O)O)cc1,i,7,-7
O=C(CO/N=C1\CCCc2nonc21)Nc1ccccc1Cl,i,12,-14
CCOC(Cn1c(SCC(=O)Nc2cc(C)on2)nc2ccccc2c1=O)OCC,i,13,-31

# Brought forward from above: 7 entries, then new ones.
SMILES,CHT PAM,OX1R antag-1,OX1R antag-2
CC(=O)N1CCN(C(=O)c2cc(-c3ccc(Cl)s3)nc3ccccc23)CC1,i,18,-38
COc1cc(NC(=O)Cn2cnc(C(=O)Nc3ccc(C)c(C)c3)n2)cc(OC)c1OC,/,2,-35
COc1cc(C2N(c3cc(C)on3)C(=O)C3CCCN32)cc(OC)c1OC (centres undefined),i,5,-12
Cc1cc(NS(=O)(=O)c2ccc(NC(=O)CSc3nc4ncc(Cl)cc4[nH]3)cc2)nc(C)n1,i,1,4
CCCN(CCC)S(=O)(=O)c1ccc(C(=O)O)cc1,i,7,-7
O=C(CO/N=C1\CCCc2nonc21)Nc1ccccc1Cl,i,12,-14
CCOC(Cn1c(SCC(=O)Nc2cc(C)on2)nc2ccccc2c1=O)OCC,i,13,-31
CCCn1nnnc1NCc1ccccc1OCC,i,12,-4
O=C(NCc1ccc(F)cc1)c1ccc(S(=O)(=O)N2CCCCC2)cc1,/,4,7
O=C(CN1C(=O)C2CC=CCC2C1=O)Nc1nc2ccccc2[nH]1 (centres undefined),i,0,-8
COc1ccc(N2C(=O)CC(NCc3cccc(F)c3)C2=O)cc1 (centres undefined),i,26,-6
Cc1cc(C(=O)Nc2cccc(C)c2C)n(-c2ccccc2)n1,i,-9,-22
Cc1cc(OC(C)C(=O)NC(Cc2c[nH]c3ccc(O)cc23)C(=O)O)c2c(C)c(C)c(=O)oc2c1 (centres undefined),i,14,-7
COC(=O)NNC(=O)c1ccccc1C,i,7,-10
Cc1ccc(CNC(=O)c2cc(C)nn2-c2ccccc2)cc1,i,12,1
C/C(=N/OC(=O)c1ccccc1)c1oc(C)nc1C,i,6,-15
Cc1ccc2nc(SC(C)C(=O)N3CC(C)OC(C)C3)[nH]c2c1 (centres undefined),i,28,-20
CCc1ccc(S(=O)(=O)NCCc2cn3cccc(C)c3n2)s1,i,10,-13
Cc1ccc(CNC(=O)C2(C)Oc3ccccc3NC2=O)cc1 (centres undefined),i,-3,-13
COc1ccc(NC(=S)NCC(c2ccco2)N2CCCC2)cc1 (centres undefined),i,8,-25
CCn1nnnc1-c1ccc(OC)c(S(=O)(=O)NCc2ccccc2)c1,i,9,-7
Cc1nc2cc(C(F)(F)F)ccc2n1CCNc1nc(-c2ccc([N+](=O)[O-])c(Cl)c2)cs1,i,28,-21
Fc1ccccc1CCNc1nnnn1-c1ccccc1,i,27,-30
COc1cccc(CN(C)C(=O)CCNC(=O)c2ccco2)c1,/,3,-3
COc1ccc(-c2csc(Nc3ccc(S(N)(=O)=O)cc3)n2)cc1,i,10,5
Cc1cc(C)nc(NC(=O)c2ccc([N+](=O)[O-])c(C)c2)n1,i,14,-13
COc1cccc(NC(=O)CNc2cc(S(=O)(=O)N3CCOCC3)ccc2N2CCCC2)c1,/,16,-24
O=C(/C=C/c1cccnc1)c1ccccc1O,i,9,-21
COc1cccc(NC(C(=O)Nc2cccc(C(C)=O)c2)c2ccccc2)c1 (centres undefined),i,15,9
O=C(Nc1ccccc1F)c1ccccc1-c1ccc(C(F)(F)F)cc1,i,13,-18
CCc1ccccc1NC(=S)NN,i,0,-6
O=C(c1cc(-c2ccc(Cl)c(Cl)c2)on1)N1CCN(c2ccccc2)CC1,i,-4,5

# Quoted from the listing:
# Entry of CCn1nnnc1-c1ccc(OC)c(S(=O)(=O)NCc2ccccc2)c1 in OX1R antag-2: -7
# Entry of COC(=O)NNC(=O)c1ccccc1C in OX1R antag-2: -10
# Entry of O=C(/C=C/c1cccnc1)c1ccccc1O in OX1R antag-2: -21

# Carrying on.
SMILES,CHT PAM,OX1R antag-1,OX1R antag-2
O=C(O)CCN1C(=O)/C(=C\c2cccc(OCc3ccccc3)c2)SC1=S,i,12,-1
CCc1ccc(NC(=O)CN2C(=O)COc3ccc(S(=O)(=O)N4CCCC4)cc32)cc1,i,16,-28
Cc1cc(=O)n2c(n1)SCOC2,i,9,-6
N/C(=N\OC(=O)c1ccc(F)cc1)c1ccccc1,i,3,-12
Cc1ccccc1N1C(=O)[C@@H]2Cc3ccccc3CN2C1=O,i,14,-25
CCCCC(=O)Nc1ncc2c(n1)CC(C)(C)CC2=O,i,2,-15
COc1cc(OC)cc(C(=O)N2CCN(Cc3ccc4c(c3)OCO4)CC2)c1,i,11,-5
Cc1cccc2nc(CSc3nc4ccc([N+](=O)[O-])cc4[nH]3)cn12,i,5,-29
CCCC(/C=C/c1ccc(OC(C)=O)cc1)=C1/c2ccccc2C(=O)N1c1ccccc1,/,12,-3
Cc1nc2cccc(C)n2c(=O)c1Cl,i,41,-19
COc1ccccc1CC1(C)NC(=O)N(CC(=O)N2CC(C)OC(C)C2)C1=O (centres undefined),i,1,-14
CCCn1c(N)c(C(=O)CSc2nnc(-c3c[nH]c4ccccc34)n2C2CC2)c(=O)[nH]c1=O,/,11,-5
CC(C(=O)NCC1CCCO1)n1cccc1C(=O)c1ccccc1 (centres undefined),i,9,-9
CC(C)Cc1ccc(C(C)C(=O)N2CCOCC2)cc1 (centres undefined),i,10,-3
COc1ccc(S(=O)(=O)N2CC(C)N(S(=O)(=O)c3ccc(OC)cc3)CC2C)cc1 (centres undefined),i,11,-11
Cc1ccc(-c2nn(CC(=O)N(C)C)c(=O)c3ccccc23)cc1S(=O)(=O)N(C)C,i,18,-19
O=C(NC1CCCCCCC1)c1cc(-c2ccccn2)nc2ccccc12,6.8*,3,-20
COC(=O)Cc1[nH]nc2c1C1(CCSCC1)C(C#N)=C(N)O2,i,19,-7
CCCCN1C(=O)/C(=C2/C=CC=CN2C)SC1=S,i,17,-4
CC(=O)Nc1ccc(S(=O)(=O)N(C)CC(=O)NC2=NCCS2)cc1,i,16,-6
COc1cc(OC)cc(-c2cc3nc(C)c(CCC(=O)O)c(C)n3n2)c1,i,19,-25
COc1cc(Cl)c(C)cc1NC(=O)CCCn1c(=O)oc2ccccc21,i,25,-12
Cc1ccc(/C=C/S(=O)(=O)NCC(=O)OCC(=O)Nc2ccc(C(N)=O)cc2)cc1,i,10,-14
Cc1nc(Cl)sc1C(=O)Nc1ccc(Cl)cc1,i,8,4
CC1CCCN(C(=O)/C(=C/c2ccco2)NC(=O)c2ccccc2)C1 (centres undefined),i,6,-5

# Single records, from the list above.
# Results for CC1CCCN(C(=O)/C(=C/c2ccco2)NC(=O)c2ccccc2)C1 (centres undefined) : CHT PAM = i; OX1R antag-1 = 6; OX1R antag-2 = -5
# Results for Cc1nc2cccc(C)n2c(=O)c1Cl : CHT PAM = i; OX1R antag-1 = 41; OX1R antag-2 = -19

# Further structures:
SMILES,CHT PAM,OX1R antag-1,OX1R antag-2
Cc1c(NC2=CC(=O)CC(C)(C)C2)ccc([N+](=O)[O-])c1C,i,28,-30
Cc1ccc(Nc2nc(Cl)c(C=O)s2)cc1Cl,i,5,-15
O=C(O)c1cncc(C#CCC2CCCCC2)c1,i,20,-3
CCn1c(-c2csc3c2CCCC3)n[nH]c1=S,i,22,-13
O=S(=O)(NCc1ccccc1)c1ccc(S(=O)(=O)N(Cc2ccccn2)Cc2ccco2)cc1,i,33,11
O=C(COC(=O)c1ccc(F)c(S(=O)(=O)N2CCOCC2)c1)NCCc1ccccc1,i,23,-17
O=C(COc1ccccc1Cl)Nc1cccc(S(=O)(=O)N2CCCC2)c1,/,9,16
CCO[C@@H]1OC(C(=O)NCc2nc3ccccc3[nH]2)=C[C@H](C2CC2)[C@H]1CCCO,i,8,-23
Cc1ccc(/C=N/Nc2nc(C)cc(C)n2)cc1,i,4,2
CCS(=O)(=O)N1CCCC(C(=O)NC2CCCCC2)C1 (centres undefined),i,-9,-4
Cc1ccc(S(=O)(=O)NCCC(=O)NC(C)CCc2ccccc2)cc1 (centres undefined),i,26,-22
O=C(Nc1ccc(Cl)cc1Cl)c1csc(-c2cccnc2)n1,i,6,-18
O=C(NNC(=O)C1CC1)c1cc(Br)c(Br)s1,/,6,0
CC(C)(C)c1ccc(C(=O)NC2CCN(Cc3ccccc3)CC2)cc1,i,3,-14
CCOC(=O)CSc1ncc(-c2cccc(Cl)c2)cn1,i,4,-6
O=C(c1ccncc1)N1CCN(C(=O)c2ccncc2)CC1,i,5,-10
COCCN(C(=O)CCc1nnc(Cc2c[nH]c3ccccc23)o1)C(C)C,i,12,-19
Cn1cccc1C(=O)OCC(=O)Nc1ccc2c(c1)OCO2,i,9,-12
